From PubChem
TAAR1 agonist: human TAAR1 agonists, primary screen, Fluo-8 calcium fluorescence, CHO RD-HGA16 cells. vehicle wells 0%, saturating PEA agonist 100%. activation, % at 3 µM. 360,000 compounds, 0.99% hits;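 active = activation above the mean activation of all test compounds in the run plus 3 SD, cut at about 38% in these data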
Target sequence (Q96RJ0 whole entry, looked up): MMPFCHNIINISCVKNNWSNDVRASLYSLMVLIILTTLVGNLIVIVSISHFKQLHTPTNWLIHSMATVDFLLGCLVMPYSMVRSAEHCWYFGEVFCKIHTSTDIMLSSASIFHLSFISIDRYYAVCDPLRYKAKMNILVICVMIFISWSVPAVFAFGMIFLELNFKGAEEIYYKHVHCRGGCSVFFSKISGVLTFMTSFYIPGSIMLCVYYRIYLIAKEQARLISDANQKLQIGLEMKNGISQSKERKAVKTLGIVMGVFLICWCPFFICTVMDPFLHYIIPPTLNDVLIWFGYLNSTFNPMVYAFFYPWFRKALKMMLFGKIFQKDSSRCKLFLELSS
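Repeats: no replicates (n 1) | Material: CHO-derived RD-HGA16 cells with stable Gα16 and human TAAR1 | Technique: Kinetic Fluo-8 calcium fluorescence | Schedule: 17-24 h seeding, 75 min 37 °C dye, 30 min RT | Evaluation: % activation from peak over basal fluorescence ratio, DMSO-to-PEA scaled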
CHRM1 agonist: human M1 muscarinic receptor agonists, primary screen, Fluo-8 calcium fluorescence, CHO-K1 cells, HTS; CHO-K1 hM1, agonist mode; 0% DMSO, 100% acetylcholine EC100; activation, % at 3 µM; 360,000 compounds, 0.33% hits; AID 588814, 2011;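 active = activation above the run's mean compound activation plus 3 SD, cut at about 16% in these data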;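 also: peak over basal fluorescence ratio within a 140 s kinetic read after compound addition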
Target sequence (P11229 whole entry, looked up): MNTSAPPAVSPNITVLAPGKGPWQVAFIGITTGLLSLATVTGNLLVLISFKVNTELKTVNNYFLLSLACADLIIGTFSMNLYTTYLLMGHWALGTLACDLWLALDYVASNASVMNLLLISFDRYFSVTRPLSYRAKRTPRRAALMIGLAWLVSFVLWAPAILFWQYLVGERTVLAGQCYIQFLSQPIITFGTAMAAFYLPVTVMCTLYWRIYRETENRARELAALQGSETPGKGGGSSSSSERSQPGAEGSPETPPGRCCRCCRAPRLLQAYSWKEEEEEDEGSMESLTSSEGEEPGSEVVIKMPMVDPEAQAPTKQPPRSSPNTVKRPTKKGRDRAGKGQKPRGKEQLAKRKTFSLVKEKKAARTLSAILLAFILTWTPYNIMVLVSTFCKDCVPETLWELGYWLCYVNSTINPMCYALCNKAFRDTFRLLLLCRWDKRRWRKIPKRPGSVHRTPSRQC
CHO-K1 Ca antag: counter-screen for M1 antagonists: effect in parental CHO-K1 cells; ATP-induced calcium, Fluo-8 fluorescence; 360,000 compounds, 0.6% hits; AID 602250; inhibition, % at 3 µM;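 active = inhibition above a per-plate cutoff, the plate's mean sample inhibition plus 3 SD, cut at about 24% in these data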;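 also: 0% = DMSO plus EC80 ATP and 100% = DMSO alone without ATP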
CHO-K1 Ca PAM: nonselective calcium activators in parental CHO-K1 cells, primary screen, counter-screen for M1 PAM project, cell-based, Fluo-8 calcium fluorescence, full deck, 1536-well. AID 602247, 2012. activation, % at 3 µM. 360,000 compounds, 0.02% hits. ATP EC20; 0% at ATP EC20, 100% at ATP max;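 active = activation above the run cutoff, the mean activation of all test compounds plus 3 SD, cut at about 40% in these data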;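 also: peak over basal fluorescence ratio in a 140 s read after ATP addition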
OXTR potentiate: human OXTR potentiators, primary screen, fluorescence, CHO-OTR cells, Fluo-8 calcium; 320,000 compounds, 0.061% hits; Oxytocin receptor (Homo sapiens), P30559; Fluo-8 calcium fluorescence, potentiator mode; 0% = oxytocin EC15, 100% = EC100; activation, % at 3 µM;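 active = activation above that plate's cutoff, the mean activation of tested compounds plus 3 SD, cut at about 6.6% in these data, passing the limit was not always enough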;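 also: 100% uses oxytocin at 75 nM as the full agonist control; some results filed as inactive read as strong as hits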
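Dosing: Single dose, 3.0 µM nominal final compound concentration | Material: Human OTR in CHO cells | Technique: Kinetic Fluo-8 calcium fluorescence | Benchmarks: EC15 oxytocin alone as 0%, 75 nM oxytocin as 100% | Probe or stimulus: Oxytocin at about EC15, sub-maximal agonist stimulus | Incubation: Compound 6 min at room temperature before oxytocin, 100 s read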
CHO parental Ca: ATP-evoked calcium signal inhibitors, parental CHO, primary screen, counter-screen for OX1R antagonist project, cell-based, fluorescence, Fluo-8 calcium dye. inhibition, % at 5.6 µM. parental CHO-K1, ATP-induced calcium, Fluo-8 fluorescence. 330,000 compounds, 0.63% hits. AID 463079, 2010;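 active = inhibition above that plate's mean sample inhibition plus 3 SD, cut at about 26% in these data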;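 also: 0% = ATP-challenged DMSO wells and 100% = DMSO wells without ATP; some compounds past the cut are filed as inactive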
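test system = CHO parental line | reagent = ATP stimulus | measured by = intracellular calcium via Fluo-8 no-wash fluorescent dye | control set = ATP and no-ATP DMSO wells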
CHRM1 antagonist: human M1 muscarinic receptor antagonists, primary screen, CHO-K1 cells, Fluo-8 calcium fluorescence, 1536-well; Muscarinic acetylcholine receptor M1 (Homo sapiens), P11229; CHO-K1 hM1, ACh EC80 antagonist; inhibition, % at 3 µM; 360,000 compounds, 1.3% hits; AID 588852, 2011;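 active = percent inhibition above its own plate's cutoff, namely the mean of that plate's compound wells plus 3 SD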;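 also: peak over basal fluorescence ratio during 140 s after agonist addition; 0% = ACh EC80 plus DMSO and 100% = DMSO alone without agonist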
TAAR1 antagonist: human TAAR1 antagonists, primary screen, Fluo-8 calcium fluorescence, CHO RD-HGA16 cells; Trace amine-associated receptor 1 (Homo sapiens), Q96RJ0; antagonist; inhibition, % at 3 µM; 360,000 compounds, 1.5% hits; AID 624466, 2012;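 active = inhibition above a per-plate cutoff, the mean inhibition of test compounds on that plate plus 3 SD, cut at about 49% in these data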;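 also: 0% = DMSO plus EC80 beta-PEA response and 100% = DMSO alone without agonist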
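test system = CHO RD-HGA16 cells bearing hTAAR1 | replication = singlicate | controls = DMSO-only wells and EC80 β-PEA-stimulated wells | reagent = EC80 β-phenethylamine stimulus | read-out basis = percent inhibition of PEA-evoked calcium signal, max/basal emission ratio | schedule = seeding 17-24 h prior, 75-min 37 °C, 30-min RT dye loading | signal = kinetic Fluo-8 calcium fluorescence measurement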
M1 ag parental: counter-screen for M1 agonists: effect in parental CHO-K1 cells. 360,000 compounds, 0.48% hits. activation, % at 3 µM. AID 602248, 2012. Fluo-8 calcium fluorescence; scaled to maximal ATP response, vehicle zero; in the data active = activation above about 15%;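 also: untransfected CHO-K1 host cells lacking M1 receptor as counterscreen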
The depositor's hits bear a star; · = not tested or not shown.

SMILES | TAAR1 agonist | CHRM1 agonist | CHO-K1 Ca antag | CHO-K1 Ca PAM | OXTR potentiate | CHO parental Ca | CHRM1 antagonist | TAAR1 antagonist | M1 ag parental
Cc1ccc(C)c(N(C(=O)c2snc(C(N)=O)c2N)C(C(=O)NCC2CCCO2)c2cccs2)c1 (stereo not drawn) | 14 | -5 | 7 | -9 | -9 | -21 | -1 | 9 | -0.5
COc1ccc(CN2CCCC(C(=O)N3CCCC3)C2)c(OC)c1 (stereo not drawn) | -1 | -9 | 19 | 17 | -5 | -8 | -10 | 7 | 0.9
CCOC(=O)NC(Nc1nnc(C)s1)(C(=O)OCC)C(F)(F)F (stereo not drawn) | 16 | -4 | 3 | 12 | -11 | -13 | -2 | -5 | 0.2
CCOC(=O)Cn1c(=O)oc2cc(S(=O)(=O)NC3CCCc4ccccc43)ccc21 (stereo not drawn) | 2 | 1 | 1 | 2 | -9 | 14 | 1 | 19 | 2.1
Oc1ccc(/C=N/NC2=NCCCCC2)cc1 | 10 | -11 | -12 | -4 | -5 | -7 | -18 | -1 | -0.2
Cc1sc2nc3c4ccccc4c(NCc4ccco4)nn3c(=O)c2c1C | 5 | -3 | 14 | -6 | -2 | -3 | -21 | 21 | -0.1
CC(=O)c1ccc(Nc2nc(C(N)Cc3ccc(N)cc3)cs2)cc1 (stereo not drawn) | 1 | -4 | 4 | 15 | · | · | -18 | 1 | 3.5
Cn1nc(C(C)(C)C)cc1C(=O)NNC(=O)c1ccc(C(F)(F)F)cc1 | 2 | 3 | 1 | 18 | -19 | 9 | 0 | -8 | 10
CN1CCN(C2CCN(c3ccc(Nc4nnc(Cl)c(Nc5ccccc5S(C)(=O)=O)n4)c(OC(CF)CF)c3)CC2)CC1 | 7 | -9 | -3 | -18 | 7 | 2 | -8 | 7 | 2.4
O=S1(=O)CC(N2CCN(c3ccccn3)CC2)CN1Cc1ccc(F)cc1 (stereo not drawn) | 2 | -6 | 14 | 8 | · | · | -1 | -10 | 1.4
Cc1ccc(NC(=O)CSc2nnc(NC3CC3)s2)cc1S(=O)(=O)N1CCOCC1 | 0 | -3 | 8 | -5 | · | · | -4 | 1 | 0.0
N#Cc1c2n(c(=S)n(-c3ccccn3)c1=O)CCCCC2 | 2 | -4 | 20 | -5 | -12 | -12 | 4 | 3 | -0.5
O=C(CNC(=O)Cc1ccc(Cl)cc1)NCc1ccco1 | 0 | 0 | -15 | 20 | 6 | 3 | -11 | -25 | 0.4
CC(=O)OC(C(=O)Nc1ccccc1)C(C)S(=O)(=O)c1ccccc1 (stereo not drawn) | 16 | 0 | -18 | 19 | -5 | -6 | -1 | -12 | 0.5
N#Cc1cc2ccccc2n2nnnc12 | -2 | -3 | -13 | 19 | -4 | -4 | -20 | 4 | 1.8
CCc1cc(C(=O)OC)c(NC(=O)CC2Sc3ccc(C(F)(F)F)cc3NC2=O)s1 (stereo not drawn) | 0 | -4 | -16 | 16 | -9 | -6 | 8 | -9 | 0.0
CCCSc1nc(C)cc(=O)[nH]1 | 3 | -4 | -14 | 25 | -5 | -1 | -7 | -15 | 0.7
Cn1c2c(c(=O)n1-c1ccccc1)CSCC2 | -1 | -4 | -7 | -7 | 3 | -5 | -13 | -15 | 0.0
CCn1c(SCC(=O)c2ccc(OC)cc2)nnc1C1CC1 | 11 | 0 | 0 | 8 | -5 | -13 | 5 | -3 | 0.6
CC(C)n1cnc2c(Nc3ccc(C(=O)O)cc3)nc(Cl)nc21 | 5 | -6 | -14 | 15 | 1 | -8 | 5 | -5 | 1.1
CC1=NNC(=O)C1CCC(=O)N/N=C/C=C/c1ccccc1 (stereo not drawn) | 3 | -2 | -8 | 26 | -4 | -9 | -3 | 15 | 2.3
Cc1ccc(N2C(=O)C3C(c4ccccc4)N4CCCN4C3(C)C2=O)cc1 (stereo not drawn) | 0 | 0 | -3 | 15 | -9 | -5 | 10 | 3 | 0.1
NC(=O)c1c(NC(=O)Cn2cc([N+](=O)[O-])cn2)sc2c1CCCC2 | 7 | 0 | -13 | -4 | 1 | -2 | -6 | -8 | 1.9
CN(C)C=Nc1nonc1N | 15 | -4 | -2 | 9 | -6 | -11 | 2 | -2 | 0.0
COc1ccc2c(CN(Cc3ccccc3)Cc3ccccc3)cc(=O)oc2c1 | 2 | -1 | 2 | 8 | · | · | 11 | -16 | 0.8

Three compounds out of the list above, ordered by their value in OXTR potentiate, high to low.
canonical_smiles,OXTR potentiate
Cc1ccc(C)c(N(C(=O)c2snc(C(N)=O)c2N)C(C(=O)NCC2CCCO2)c2cccs2)c1 (stereo not drawn),-9
N#Cc1c2n(c(=S)n(-c3ccccn3)c1=O)CCCCC2,-12
Cn1nc(C(C)(C)C)cc1C(=O)NNC(=O)c1ccc(C(F)(F)F)cc1,-19

Further results.
SMILES | TAAR1 agonist | CHRM1 agonist | CHO-K1 Ca antag | CHO-K1 Ca PAM | OXTR potentiate | CHO parental Ca | CHRM1 antagonist | TAAR1 antagonist | M1 ag parental
O=C(COC(=O)C1CCCC1)NCc1ccc(Cl)cc1 | 10 | -1 | -12 | 23 | -5 | -4 | -6 | -1 | 0.6
COc1ccc(C(=O)N2N=C(c3ccccc3)CC2(O)C(F)(F)F)cc1 (stereo not drawn) | -1 | 0 | -10 | 12 | · | · | -15 | 22 | 0.2
CC1(C)C(=O)N(c2ccccc2Cl)C(=O)c2ccccc21 | -3 | 1 | 1 | -20 | -5 | -20 | 5 | 3 | 0.2
C=C(C)CNC(=S)Nc1cccc(S(=O)(=O)NC2=NCCC2)c1 | 2 | -4 | -13 | -6 | -23 | 4 | 5 | -2 | 0.3
CC(NC(=O)c1cc(COc2ccc3ncccc3c2)on1)c1ccc(F)cc1 (stereo not drawn) | 26 | 3 | 22 | -24 | -15 | 51* | 34* | 3 | 13
COC(=O)c1cc(OC)c(OC)cc1NC(=O)CCN1C(=O)C2CCCCC2C1=O (stereo not drawn) | 0 | -1 | -7 | 9 | · | · | -14 | 14 | 0.3
CCOC(=O)c1c(NC(=S)N2CCCCC2)sc2c1CCN(C(=O)OCC)C2 | 0 | 8 | -4 | -4 | -2 | -27 | -26 | -28 | -0.5
N#CC1(NC(=O)Cn2ncc(Cl)c(Cl)c2=O)CCCCC1 | 0 | -2 | -2 | 13 | -6 | -10 | -16 | -7 | -0.1
Cc1ccccc1CNC(=O)Nc1cccs1 | 9 | -3 | -15 | 20 | -5 | -12 | -8 | 5 | 0.7
COC(=O)c1ccc(NC(=O)CSc2nn3c(=O)c(C)nnc3s2)cc1 | 0 | -5 | -1 | -8 | -1 | -4 | 16 | -23 | 0.2
COc1ccc(C(NC(=O)c2ccc(F)cc2)c2ccccc2)cc1 (stereo not drawn) | 4 | -8 | 9 | 1 | -2 | -13 | -11 | -11 | -0.1
O=C(CCN1C(=O)[C@@H]2Cc3ccccc3CN2C1=O)NCc1ccc(Cl)cc1 | 6 | -1 | -20 | 20 | -6 | -15 | -6 | -33 | 2.4
COc1ccc(-c2noc(CCC(=O)NC3CCCC3)n2)cc1 | 1 | 0 | 16 | -10 | -1 | -10 | 11 | -26 | 4.4
CCOC(=O)C[C@H]1c2ccc(C(F)(F)F)cc2S(=O)(=O)N1C(C)(C)C | 10 | -6 | -14 | -5 | -6 | -17 | -3 | -17 | -0.5
CCc1cccc(NC(=O)NC(=O)Cn2nnc(C(=O)OC)c2C(=O)OC)c1 | 13 | 0 | -5 | 18 | -13 | -2 | -5 | -22 | 3.1
COc1ccc(-c2nc(C(N)=O)c3[nH]c(=O)n(-c4cccc(C)c4)c3n2)c(OC)c1 | 1 | 1 | 2 | 12 | -5 | -12 | -7 | -9 | 1.4
CCCCOc1ccc(S(=O)(=O)N2CCN(c3ccc(N4CCN(CC)CC4)nn3)CC2)cc1 | -2 | -5 | -8 | 5 | -9 | -5 | -7 | -15 | 2.2
S=C(NCc1ccco1)Nc1cc(-c2ccccc2)[nH]n1 | 0 | -2 | -21 | 9 | -11 | -11 | -5 | -19 | 1.8
COc1ccc(OC)c(NC=C2C(=O)OC(C)(C)OC2=O)c1 | 14 | -2 | -6 | 2 | -7 | -12 | -11 | -1 | 0.0
CCOc1ccccc1NC(=O)/C(C#N)=C/c1cccnc1 | 1 | -3 | -6 | 9 | · | · | -1 | -23 | 0.4
COC(=O)c1ccc(-c2nc3cc(N)ccc3o2)cc1 | 8 | -1 | -5 | 22 | -9 | -12 | 1 | 10 | 0.3
CC1(C(=O)Nc2cccc(C#N)c2)CCN1C(=O)CCc1ccccc1 (stereo not drawn) | 0 | -2 | -2 | 13 | · | · | -5 | -4 | 1.5
CCNC(=O)Nc1nc2ccccc2s1 | 0 | -1 | -5 | 8 | -16 | 6 | 1 | 7 | -0.4
O=C(C1=C[C@@H](C2CCCCC2)C[C@@H](OCc2ccc(CO)cc2)O1)N1CCN(Cc2ccc3c(c2)OCO3)CC1 | 7 | -4 | -9 | 13 | -13 | -13 | 6 | 36 | 0.4
COc1ccc(/C=C2\SC(=O)N(CC(=O)NCCC(C)C)C2=O)cc1OC | 0 | 1 | -9 | -14 | 2 | -20 | -7 | -5 | 0.0
O=C1NC(=S)N/C1=C/c1cccc([N+](=O)[O-])c1O | 6 | -2 | -4 | 0 | -3 | -8 | 0 | -4 | -0.4
O=C(CCc1nc2sc3c(c2c(=O)[nH]1)CCCC3)Nc1ccccc1Cl | 0 | 4 | 6 | -21 | -1 | -13 | 1 | 4 | 0.1

3 successive entries already listed, for reference:
SMILES | TAAR1 agonist | CHRM1 agonist | CHO-K1 Ca antag | CHO-K1 Ca PAM | OXTR potentiate | CHO parental Ca | CHRM1 antagonist | TAAR1 antagonist | M1 ag parental
COc1ccc(/C=C2\SC(=O)N(CC(=O)NCCC(C)C)C2=O)cc1OC | 0 | 1 | -9 | -14 | 2 | -20 | -7 | -5 | 0.0
O=C1NC(=S)N/C1=C/c1cccc([N+](=O)[O-])c1O | 6 | -2 | -4 | 0 | -3 | -8 | 0 | -4 | -0.4
O=C(CCc1nc2sc3c(c2c(=O)[nH]1)CCCC3)Nc1ccccc1Cl | 0 | 4 | 6 | -21 | -1 | -13 | 1 | 4 | 0.1
